Rac1 GTP hydrolysis: MgcRacGAP GTPase-activating activity inhibitors, confirmation, biochemical, ADP Hunter fluorescence. MgcRacGAP-stimulated Rac1 GTP hydrolysis, ADP Hunter fluorescence; higher % means a stronger effect; GST-tagged Rac1 F28L mutant substrate. inhibition, % at 30 µM, or IC50 in µM where a hit was titrated. 0.6% of 340,000 active. AID 624330;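 active means first-screen hits whose inhibition reached a set limit at any dose in the follow-up dose series; inconclusive means inhibition above the set first-screen limit but never retested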;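 further: fluorescence reports GDP produced by GAP-driven GTP hydrolysis; strong numbers were not always called active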
K1F lysis inhibition: protection from phage-mediated lysis, alamar blue read-out – E. coli UTI89, K1F phage, bacterial capsule biogenesis inhibitors (AID 488966) | E. coli UTI89 K1F phage lysis, alamar blue, 2 h; higher % means a stronger effect | 0.02% of 340,000 active | inhibition, % at 100 µM, or IC50 in µM where a hit was titrated;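 active means phage lysis inhibition, versus mean bacterial control, above a set limit; inconclusive means no clear call, values can overlap the other calls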;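 further: capsule biogenesis inhibitors block K1F phage lysis so surviving cells raise fluorescence; higher fluorescence means more inhibition of phage lysis; actives were called in the ten point dose series up to 300 µM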
RSV CPE inhibition: RSV antiviral activity via CPE protection, HEp-2 cells, primary 10 µM value included (AID 2391); HEp-2 cells, RSV-induced CPE inhibition; higher % means a stronger effect; one-dose CPE inhibition, % at 10 µM; IC50 in µM for titrated hits; 0.13% of 310,000 active; in the data active means a potency from the dose series; inconclusive means CPE inhibition mostly from about 23% at the one dose, without a potency; inactive means the rest, 99 in 100 with CPE inhibition below about 21%; further: strong numbers were not always called active
PhoP inhibition: PhoP-dependent GFP reporter repression – Salmonella Typhimurium, primary screen (AID 1863); S. Typhimurium PhoP-regulated promoter GFP reporter, 4 h; higher % means a stronger effect; inhibition, % at 50 µM, or IC50 in µM where a hit was titrated; 0.16% of 300,000 active;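 active means inhibition over 29.93%, a cutoff 3 SD above the screen mean, later confirmed by dose response; inconclusive means inhibition over 29.93% but no dose response follow-up; inactive means inhibition at most 29.93% or unconfirmed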;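 further: 0% = low Mg2+ inducing control and 100% = high Mg2+ repressing control; strong numbers were not always called active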
SV40 large T antigen: TAg ATPase/helicase activity blockers – biochemical (AID 1903). SV40 large T antigen ATPase/helicase inhibition assay; higher % means a stronger effect. inhibition, % at 20 µM; hits with a dose series show IC50 in µM. 0.39% of 310,000 active; in the data active means a potency from the dose series; inconclusive means inhibition mostly from about 32% at the one dose, without a potency; inactive means the rest, 99 in 100 with inhibition below about 32%; further: strong numbers were not always called active
NTR1 ag: agonists of NTR1, primary screen, imaging, U2OS cells, beta-arrestin-GFP, high content (AID 493036); activation, % at 20 µM; P30989; NTR1-U2OS beta-arrestin-GFP spot imaging, agonist mode; 0.17% of 330,000 active;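 active means activation at or above 40% of the spot to cytoplasm intensity ratio, with at least 20 cells analyzed; inconclusive means wells under 20 cells, flagged as cytotoxic or low count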;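 further: 0% = DMSO without peptide and 100% = 100 nM NTR1 peptide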
Target sequence (P30989 whole entry, looked up): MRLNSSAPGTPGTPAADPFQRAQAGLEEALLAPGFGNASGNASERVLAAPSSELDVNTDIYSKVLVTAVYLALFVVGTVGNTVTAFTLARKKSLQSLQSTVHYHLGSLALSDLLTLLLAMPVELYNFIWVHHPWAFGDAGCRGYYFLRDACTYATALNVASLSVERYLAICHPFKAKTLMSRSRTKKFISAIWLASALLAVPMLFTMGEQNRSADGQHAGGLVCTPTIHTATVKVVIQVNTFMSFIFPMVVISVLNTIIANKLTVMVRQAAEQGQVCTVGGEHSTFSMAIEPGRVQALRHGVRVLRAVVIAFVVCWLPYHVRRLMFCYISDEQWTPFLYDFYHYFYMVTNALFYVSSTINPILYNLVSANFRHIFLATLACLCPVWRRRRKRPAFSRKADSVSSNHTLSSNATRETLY
T cell modulator: T cell immune modulators affecting CD8 T cell-vesicle binding | 2C CD8+ T cell-vesicle binding, flow cytometry; hits give low values | calls only at 7 µM | 0.068% of 330,000 active | AID 2052;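 active means response, share of CD8 T cells binding vesicles, and their 90th percentile fluorescence all below set limits, cut at about 80% in these data, passing the limit was not always enough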
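incubation = binding step 1.5 h, 37 °C, antibody labelling 20 min, ice | test system = 2C mouse CD8+ T cells | read-out basis = percent CD8+ FL2 mean versus row control | controls = Peptide-free naked vesicles (low) and QL9 vesicles with 0.7% DMSO vehicle (high) | detection = flow cytometry of vesicle-bound cells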
Myeloid diff MLP: compounds promoting myeloid differentiation; 1% of 360,000 active; AID 624256; calls only at 10 µM; ER-HoxA9 myeloid progenitors, lysozyme-GFP differentiation, flow cytometry;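 active means normalized GFP-positive differentiation at or above the plate's own cutoff, the solvent-only control mean plus 3 SD; inconclusive means no clear call, values can overlap the other calls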;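 further: cells exposed to compound for four days before flow analysis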
TNAP activation fold: human TNAP enzyme activators, primary screen, biochemical, luminescent, no phosphate acceptor, uHTS (AID 1001). purified TNAP, luminescent activation assay, no phosphate acceptor; higher activation fold means a stronger effect. one-dose activation fold at 20 µM; EC50 in µM for titrated hits. 0.03% of 200,000 active; in the data active means activation fold from about 3, or a potency from the dose series; inactive means the rest, 99 in 100 with activation fold below about 1.6; further: many of its hits are not listed in these tables
T cell modulator vesicle-bound %: also measured in T cell modulator; calls as there; double positive events, %; measured here: CD8+ vesicle-bound cell fraction;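 binding gate set so that unloaded-vesicle control wells show 10% double positive cells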
NTR1 ag cell count 20 µM: further read-out of NTR1 ag, marked with its call; cell count; measured here: cell count, cytotoxicity flag
Myeloid diff MLP GFP+ MAC1+ %: further read-out of Myeloid diff MLP, marked with its call; GFP+ MAC1+ double positive, %; measured here: differentiation confirmed by MAC1 staining
Starred values were filed as active, the others as inactive; i = inactive; ? = inconclusive; / = not tested or not shown; [ ] = remark or other dose.

SMILES	Rac1 GTP hydrolysis	K1F lysis inhibition	RSV CPE inhibition	PhoP inhibition	SV40 large T antigen	NTR1 ag	NTR1 ag cell count 20 µM	T cell modulator	T cell modulator vesicle-bound %	Myeloid diff MLP	Myeloid diff MLP GFP+ MAC1+ %	TNAP activation fold
COCCn1c(SCC(=O)Nc2cccc(C(=O)OC)c2)nc2ccccc2c1=O	1.5%	1.0%	1.1%	12.5%	-2.5%	1.2	82	i	35.7	i	1.1	1.1
CC(O)c1ccc(-n2cnnn2)cc1 (centres undefined)	1.9%	-4.5%	1.1%	3.3%	5.4%	-1.2	69	i	34.6	i	0.3	1.1
Cc1cc(C(C)(C)C)ccc1OCC(=O)N/N=C\c1c(C)n(C)n(-c2ccccc2)c1=O	7.4%	-0.2%	15.8%	-0.9%	-3.4%	3.0	37	i	24.8	i	0.2	/
O=C(c1ccc(Br)o1)N1CCC(c2nc3ccccc3[nH]2)CC1	5.2%	1.2%[50 µM]	0.9%	-4.5%	17.6%	1.0	56	i	38.9	i	0.4	/
Cc1ccccc1NC(=O)COC(=O)c1cccnc1	1.6%	-0.6%	1.4%	5.0%	3.1%	-1.0	31	i	22.6	i	1.1	1
C/C(=N/NC(=O)c1ccc(Cl)cc1Cl)c1cccnc1	-1.9%	0.0%	1.0%	/	8.9%	0.6	92	i	26.3	i	0.3	/
CCn1cc(/C=C(\NC(=O)c2ccccc2Cl)C(=O)N2CCN(C)CC2)c2ccccc21	-0.1%	-0.3%	/	/	/	2.0	70	/	/	i	1.0	/
COc1ccc(C(CC(=O)O)NC(=O)c2cc3cc(Br)ccc3oc2=O)cc1OC (centres undefined)	4.9%	5.0%	-1.3%	-8.6%	1.4%	-0.1	62	i	57.5	i	0.0	1
CCCCCCCCCCNC(=O)C(=O)Nc1ccccn1	9.9%	0.1%	-0.4%	3.3%	2.4%	0.2	54	i	26.3	i	0.6	1
CCOc1ncccc1C(=O)Nc1cccc(S(=O)(=O)NC2=NCCC2)c1	4.1%	1.1%[50 µM]	-0.5%	/	/	-2.3	51	i	43.5	i	0.8	/
Cc1cccc(C)c1NS(=O)(=O)c1cc2c3c(c1)CC(=O)N3CCC2	-4.4%	0.0%	4.8%	1.2%	-3.9%	-0.9	58	i	10.1	i	1.4	/
Cc1ccc(Cn2ncc3c(N4CCN(c5ccc(C)cc5)CC4)ncnc32)cc1	9.2%	1.2%	5.5%	-3.1%	20.3%	13.4	53	i	28.6	i	0.2	1.1
COc1ccc(CNC(=O)C(c2ccccc2F)N(C(=O)c2csnn2)C2CC2)cc1 (centres undefined)	4.1%	0.7%	-0.1%	-0.9%	7.7%	2.5	49	i	14.8	i	0.2	/
COc1cccc(CN(C)CC(=O)NC(=O)NCc2ccccc2)c1	-1.3%	0.5%[50 µM]	0.5%	-6.4%	7.7%	2.5	56	i	7.3	i	3.6	1.1
CCNc1nc(NCC)n2c(SCC(=O)c3ccccc3Cl)nnc2n1	9.4%	0.2%	1.8%	9.7%	6.2%	2.4	62	i	38.7	i	0.3	1
CC(C)(C)NC(=O)CSc1nnc(-c2ccccn2)n1-c1ccccc1	-19.0%	4.2%	0.6%	1.9%	0.7%	-2.5	60	i	37.4	i	5.8	1.1
Nc1ccc(S(=O)(=O)N2CCCC2C(=O)O)cc1 (centres undefined)	-0.6%	0.0%	-0.8%	2.3%	23.4%	-0.7	69	i	33.4	i	0.2	/
Cc1ccc(NC(=O)Cc2nc(CCl)cs2)cc1	2.2%	-2.7%	2.1%	8.9%	-2.2%	0.8	42	i	38.1	i	1.0	1.1
CC(NC(=O)CN1CCN(Cc2cccc(F)c2)CC1)c1ccccc1 (centres undefined)	13.8%	0.2%	-1.0%	-3.3%	7.0%	3.0	52	i	52.1	i	0.4	/
Cc1ccc(-c2nc3ccccc3c(=O)o2)cc1	9.9%	0.8%	0.2%	-12.3%	13.7%	2.1	62	i	27.8	i	1.1	/

Gathered by group, the compounds so far with fluorine (two)
SMILES	Rac1 GTP hydrolysis	K1F lysis inhibition	RSV CPE inhibition	PhoP inhibition	SV40 large T antigen	NTR1 ag	NTR1 ag cell count 20 µM	T cell modulator	T cell modulator vesicle-bound %	Myeloid diff MLP	Myeloid diff MLP GFP+ MAC1+ %	TNAP activation fold
COc1ccc(CNC(=O)C(c2ccccc2F)N(C(=O)c2csnn2)C2CC2)cc1 (centres undefined)	4.1%	0.7%	-0.1%	-0.9%	7.7%	2.5	49	i	14.8	i	0.2	/
CC(NC(=O)CN1CCN(Cc2cccc(F)c2)CC1)c1ccccc1 (centres undefined)	13.8%	0.2%	-1.0%	-3.3%	7.0%	3.0	52	i	52.1	i	0.4	/

The main list resumes; the 2 compounds before the break are reprinted first.
SMILES	Rac1 GTP hydrolysis	K1F lysis inhibition	RSV CPE inhibition	PhoP inhibition	SV40 large T antigen	NTR1 ag	NTR1 ag cell count 20 µM	T cell modulator	T cell modulator vesicle-bound %	Myeloid diff MLP	Myeloid diff MLP GFP+ MAC1+ %	TNAP activation fold
CC(NC(=O)CN1CCN(Cc2cccc(F)c2)CC1)c1ccccc1 (centres undefined)	13.8%	0.2%	-1.0%	-3.3%	7.0%	3.0	52	i	52.1	i	0.4	/
Cc1ccc(-c2nc3ccccc3c(=O)o2)cc1	9.9%	0.8%	0.2%	-12.3%	13.7%	2.1	62	i	27.8	i	1.1	/
O=C(O)c1cc(NC(=O)c2cccc(C(=O)Nc3cc(C(=O)O)cc(C(=O)O)c3)c2)cc(C(=O)O)c1	22.3%	-0.1%	0.1%	-0.1%	4.8%	-0.3	64	i	37.4	i	0.5	/
CNC(=O)c1[nH]cnc1C(=O)Nc1cccc(OC)c1	4.6%	1.2%	0.4%	-8.3%	8.0%	3.2	39	i	35.7	i	2.8	1.1
CCCC(=O)NC(c1ccc(N(C)C)cc1)c1ccc2cccnc2c1O (centres undefined)	6.6%	0.9%	-0.6%	30.1%	9.8%	4.0	45	i	21.1	?	/	/
O=C(Cn1cnc(S(=O)(=O)N2CCCCC2)c1)NCc1ccco1	-8.7%	0.1%	0.5%	-7.0%	6.2%	-0.2	69	i	9.6	i	4.2	/
Cc1sc2ncn(CC(=O)NCCCC(=O)N(C)Cc3ccccc3)c(=O)c2c1C	4.0%	0.1%	0.4%	-1.0%	0.0%	-0.1	43	i	47.0	i	0.3	/
COc1ccccc1N1CCN(CC(=O)N2N=CCC2c2ccccc2)CC1 (centres undefined)	2.4%	0.0%	0.7%	0.7%	14.6%	-0.2	92	i	35.0	i	0.4	1.2
COc1ccc(Cl)cc1NC(=S)Nc1ccc(Cl)cn1	-3.1%	-1.3%	1.8%	0.4%	6.9%	0.0	47	i	30.6	i	0.2	1.1
Oc1ccc(/C=N/NC(=S)Nc2cccnc2)cc1O	?	2.5%[50 µM]	2.9%	13.9%	?	2.0	62	i	51.6	i	0.4	0.2
C/C(Cc1ccccc1)=N/NC(=O)CNC(=O)C(c1ccccc1)c1ccccc1	0.0%	0.4%	3.2%	-5.2%	4.8%	0.0	53	i	14.5	i	1.1	/
O=C(CSc1ncnc2[nH]ncc12)Nc1nc(-c2ccc(F)c(F)c2)cs1	3.8%	-0.2%	?	0.8%	4.8%	7.7	29	i	0.4	i	0.8	1.6
CC(=O)c1cccc(NC(=O)COC(=O)C2=COCCO2)c1	13.4%	0.1%	1.9%	-4.5%	9.7%	0.4	71	i	58.9	i	0.8	1
O=C(c1ccc(Cl)cc1)c1oc2ccccc2c1CS(=O)(=O)c1ccccc1	-0.8%	0.5%	2.2%	7.5%	1.4%	5.2	60	i	43.9	i	5.9	1
Cc1ccc(N2CC(C(=O)OCc3nc(N)nc(Nc4ccccc4C)n3)CC2=O)cc1 (centres undefined)	9.1%	0.9%[50 µM]	-1.8%	-10.5%	14.6%	1.7	55	i	16.3	i	0.4	/
Cc1ccc[n+](C2C(c3ccc([N+](=O)[O-])cc3)C(C#N)=C([S-])NC2(O)C2CC2)c1 (centres undefined)	10.0%	0.3%	2.9%	0.1%	11.6%	1.5	43	i	20.7	i	0.4	0.9
CSc1ccccc1NC(=O)CN(C)C(=O)Cn1c(=O)oc2ccccc21	6.9%	0.8%[50 µM]	0.2%	0.6%	15.8%	-0.4	71	i	33.2	i	0.5	/
Cc1ccc(Oc2c(C(N)=O)cc([N+](=O)[O-])cc2[N+](=O)[O-])cc1	?	0.8%	-1.9%	3.7%	26.7%	2.5	44	i	41.5	i	0.8	1
COc1ccc(C2=C(O)C(C)N(c3ccccc3)C2=N)cc1OC (centres undefined)	1.8%	1.8%	-0.5%	0.1%	27.9%	-0.3	40	i	9.1	i	10.7	1.1
COc1ccc(CCCc2nnc(SCC(=O)Nc3nc(C)cs3)n2C)cc1	4.4%	3.5%	1.4%	-1.5%	-2.0%	6.0	63	i	27.1	i	0.9	1
CCC(COC)Oc1cc(NCc2ccccc2)c2ncn(C(C)C)c2c1 (centres undefined)	8.5%	-1.5%	-1.6%	/	/	44.4*	62*	i	50.7	i	1.6	/
Cc1cc(C)nc(NS(=O)(=O)c2ccc(Br)s2)c1	19.3%	2.0%	2.0%	-2.8%	7.5%	-1.6	56	i	11.4	i	1.3	1.2
CCCn1c(-c2ccc(OC)cc2)nc2nc3ccccc3nc21	-4.1%	1.9%	0.1%	5.2%	-2.9%	1.9	62	i	17.3	i	10.5	1.1

Single records, from the list above. Values in the order: Rac1 GTP hydrolysis, K1F lysis inhibition, RSV CPE inhibition, PhoP inhibition, SV40 large T antigen, NTR1 ag, NTR1 ag cell count 20 µM, T cell modulator, T cell modulator vesicle-bound %, Myeloid diff MLP, Myeloid diff MLP GFP+ MAC1+ %, TNAP activation fold
Record of O=C(CSc1ncnc2[nH]ncc12)Nc1nc(-c2ccc(F)c(F)c2)cs1 → 3.8%, -0.2%, ?, 0.8%, 4.8%, 7.7, 29, i, 0.4, i, 0.8, 1.6
Record of COc1ccc(C(CC(=O)O)NC(=O)c2cc3cc(Br)ccc3oc2=O)cc1OC (centres undefined) → 4.9%, 5.0%, -1.3%, -8.6%, 1.4%, -0.1, 62, i, 57.5, i, 0.0, 1

Source: PubChem BioAssay (several laboratories)
